# Bioassay records from PubChem.
# GRK2 inh: inhibitors of human GRK2 displacing RNA aptamer; P25098; bead flow cytometry, FAM-aptamer displacement from GRK2; inhibition of aptamer binding, % at 10 µM; actives 0.59% (n = 330,000); AID 488847;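 active means inhibition of aptamer binding above 40%, roughly 3 SD of noise, on plates passing a quality check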;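 further: median bead fluorescence of bound FAM aptamer so fluorescent compounds give negative values; no value below 0 was filed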
# Target sequence (P25098 whole entry, looked up): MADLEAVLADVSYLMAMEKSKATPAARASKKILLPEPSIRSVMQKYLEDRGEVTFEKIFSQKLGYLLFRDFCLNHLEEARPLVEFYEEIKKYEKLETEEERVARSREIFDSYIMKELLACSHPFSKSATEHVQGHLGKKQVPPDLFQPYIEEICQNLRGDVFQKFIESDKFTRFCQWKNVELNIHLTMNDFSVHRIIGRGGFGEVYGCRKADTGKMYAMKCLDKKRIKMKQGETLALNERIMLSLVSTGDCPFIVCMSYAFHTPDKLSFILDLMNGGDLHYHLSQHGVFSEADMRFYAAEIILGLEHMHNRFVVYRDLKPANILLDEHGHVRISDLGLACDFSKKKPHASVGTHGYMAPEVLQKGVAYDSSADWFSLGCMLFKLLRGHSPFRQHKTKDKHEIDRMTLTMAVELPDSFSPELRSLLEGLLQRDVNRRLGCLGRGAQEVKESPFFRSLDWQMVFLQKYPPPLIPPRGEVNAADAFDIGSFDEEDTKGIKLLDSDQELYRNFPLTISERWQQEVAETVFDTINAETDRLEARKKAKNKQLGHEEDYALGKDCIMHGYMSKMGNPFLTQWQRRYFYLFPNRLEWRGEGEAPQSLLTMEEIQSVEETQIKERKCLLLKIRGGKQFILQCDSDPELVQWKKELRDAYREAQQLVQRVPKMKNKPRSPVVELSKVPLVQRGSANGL
# AGP1 TOR yeast: modulators of TOR pathway AGP1-GFP in S. cerevisiae. actives 0.02% (n = 320,000). GFP response vs DMSO, % at 10 µM. S. cerevisiae AGP1-GFP multiplex flow cytometry, 3 h; GFP as percent of DMSO wells;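 active means GFP response relative to DMSO above a set limit, near screen average plus 3 SD, cut at about 150% in these data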;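 further: median GFP channel fluorescence of the gated AGP1 strain per well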
# CIT2 TOR yeast: alters CIT2-GFP fluorescence in TOR pathway yeast screen; S. cerevisiae CIT2-GFP strain, flow cytometry, 3 h; 100 means same as DMSO wells; GFP response vs DMSO, % at 10 µM; actives 0.065% (n = 320,000); AID 2029;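 active means GFP response relative to DMSO above a set limit, near the screen mean plus 3 SD, cut at about 150% in these data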;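 further: ratio of well median GFP fluorescence to mean of DMSO wells on the plate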
# MEP2 TOR yeast: yeast TOR pathway MEP2-GFP modulation; S. cerevisiae MEP2-GFP strain, flow cytometry GFP, 3 h; 100% = DMSO control level; GFP response vs DMSO, % at 10 µM; actives 0.51% (n = 330,000); AID 2016;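 active means GFP response versus DMSO above a set limit, roughly screen mean plus 3 SD, cut at about 180% in these data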;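 further: median GFP fluorescence of the barcode-gated MEP2-GFP cells per well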
# LAP4-GFP MLPCN: yeast TOR pathway LAP4-GFP modulation | actives 0.34% (n = 320,000) | S. cerevisiae LAP4-GFP multiplex, flow cytometry GFP, 3 h; median GFP as percent of DMSO wells | GFP response vs DMSO, % at 10 µM;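 active means GFP response vs DMSO above a set limit, about the screen mean plus 3 SD, cut at about 150% in these data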
# RPL19A-GFP yeast: modulators of TOR pathway RPL19A-GFP in S. cerevisiae | actives 0.3% (n = 330,000) | S. cerevisiae RPL19A-GFP strain, flow cytometry, 3 h; active compounds read low | percent response vs DMSO, % at 10 µM;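 active means percent response vs DMSO below 50%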;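 further: median channel GFP fluorescence of the barcoded RPL19A-GFP strain; ratio of sample median GFP to plate DMSO average so 100% = DMSO; lower means less RPL19A-GFP as with rapamycin TOR inhibition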
# GASC-1 inh: human JMJD2C demethylase inhibition; Q9H3R0; GST-JMJD2C(1-420) H3K9me3 demethylation, DELFIA europium; inhibition, % at 2.35 µM; actives 0.069% (n = 330,000); AID 2099;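 active means more than half of a compound's replicate wells show inhibition beyond 50%, single wells judged on their own value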;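 further: signal counts dimethyl H3K9 product captured on neutravidin plate; 0% = median of DMSO wells and 100% = 0.3 times that DMSO median; strong numbers were not always called active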
# Target sequence (Q9H3R0 1-420 limits assumed): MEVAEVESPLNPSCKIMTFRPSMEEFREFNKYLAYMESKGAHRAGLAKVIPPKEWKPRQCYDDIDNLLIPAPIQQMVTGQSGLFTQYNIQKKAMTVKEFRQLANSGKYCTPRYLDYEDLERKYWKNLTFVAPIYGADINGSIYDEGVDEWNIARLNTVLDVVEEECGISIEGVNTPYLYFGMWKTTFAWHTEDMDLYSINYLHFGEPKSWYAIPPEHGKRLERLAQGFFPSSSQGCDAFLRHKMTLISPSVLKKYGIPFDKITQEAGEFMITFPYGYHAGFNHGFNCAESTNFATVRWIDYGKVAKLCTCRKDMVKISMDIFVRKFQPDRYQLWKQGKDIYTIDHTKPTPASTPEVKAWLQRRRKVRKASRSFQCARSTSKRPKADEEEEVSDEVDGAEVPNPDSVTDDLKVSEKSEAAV
# VLA-4 inh: inhibition in a human VLA-4 binding assay; VLA-4 expressing cells, ligand binding flow cytometry; actives 0.2% (n = 330,000); AID 2557; P13612; inhibition, % (about 7 µM as worked out from the volumes in the protocol); in the data active means inhibition above about 50%
# Numbers without * were called inactive; x = not tested or not shown; & = joins results of further samples. An unsorted share of the library. Share with any hit: about 1.7%.
SMILES,GRK2 inh,AGP1 TOR yeast,CIT2 TOR yeast,MEP2 TOR yeast,LAP4-GFP MLPCN,RPL19A-GFP yeast,GASC-1 inh,VLA-4 inh
CCOc1ccccc1OCCCCCc1c(C)n[nH]c1C,1,98,88,100,96,99,6,-10
O=S(=O)(Cc1ccccc1)NCC1CCCN(Cc2cccc3nonc23)C1 (stereo not drawn),0,96,83,95,91,93,-6,-6
O=C(CSc1nnc(COc2ccccc2Cl)o1)Nc1ccccc1,15,98,91,100,103,99,-6,0
COC(=O)CNC(=O)C(Cc1c[nH]c2ccccc12)NC(=O)OC(C)(C)C (stereo not drawn),0,110,103,99,98,106,-5,21
CCCS(=O)(=O)n1nc(-c2ccc(C)cc2)cc1N,0,95,95,98,97,99,-9,15
Cc1ccc(C(=O)Nc2ccc3c(c2)ncn3C)cc1,1,98,95,96,97,100,1,3
CCc1cccc(CC)c1NC(=O)COC(=O)C1(c2ccc(Cl)cc2)CCCC1,0,102,92,92,88,106,-5,-7
Cc1cc(NC(=O)c2ccccc2O)nc(C)n1,0,94,88,100,93,95,-5,11
O=C1CCCC(=O)C1CS(=O)(=O)c1ccccc1,0,89,x,101,85,96,-17,2
O=C(c1ccc(Cl)c(S(=O)(=O)N2CCCC2)c1)N1CCCCC1,7,96,107,111,101,103,10,10
Cc1ccc(-c2nc(N)n(C(=O)c3ccco3)n2)cc1,1,94,99,104,103,98,-5,31
O=C(/C(N=Nc1cccc(C(F)(F)F)c1)=C(/O)c1cccs1)C(F)(F)F,0,103,103,101,103,99,14,-15
CCOC(=O)C1CCN(C(=O)c2sc3nc(-c4ccccc4)cn3c2C)CC1,0,97,93,91,99,95,10,1
COCCn1nnnc1C(c1ccc(OC)c(OC)c1)N1CCN(C(=O)c2ccco2)CC1 (stereo not drawn),0,108,123,106,99,104,-8,-11
Cc1nc(CS(=O)(=O)c2ccccc2)cc(Sc2ccccc2Cl)n1,0,100,99,99,96,99,1,2
CCN(CCC(=O)Nc1ccc(Br)c(C)c1)Cc1ccccc1,0,113,108,103,107,104,6,6
COc1ccc(NC2c3ncccc3C(=O)N2Cc2cccs2)cc1 (stereo not drawn),1,100,104,103,88,110,-3,9
COc1cccc(NC(=O)c2nn(C34CC5CC(CC(C5)C3)C4)cc2[N+](=O)[O-])c1,0,99,99,103,102,102,10,14
Cc1[nH]c2ccccc2c1/C=N/NC(=S)NCc1ccccc1,0,94,89,91,90,95,15,-34
O=C(C[C@@H]1C/C=C\C[C@H](Cc2ccc(F)cc2)C(=O)OC[C@@H]2CCCN2C1=O)N[C@H](CO)Cc1ccccc1,2,86,84,92,99,85,x,-4
O=C(Nc1ccc(-c2ccc3nncn3n2)cc1)C1CCCC1,0,103,103,102,101,98,-7,-11
CC(=O)c1ccc(NC(=O)C2Cc3ccccc3CN2C(=O)c2ccccc2)cc1 (stereo not drawn),1,105,100,103,98,98,-2,-2
CC1=C(C(=O)Nc2ccc(C)cn2)C(c2cnn(C)c2)C2=C(CCCC2=O)N1 (stereo not drawn),2,110,103,107,104,103,-2,0
Cn1c(SCc2nc3ccccc3c(=O)[nH]2)nnc1-c1ccco1,0,96,92,98,96,92,-5,11
Cc1ccc(N(C(=O)CCC(=O)Nc2cc(C)on2)C(C(=O)NC2CCCC2)c2cccs2)cc1 (stereo not drawn),27,96,x,94,82,101,17,8
C=CCNc1nc(C(=O)OCC(=O)c2ccc(OC)cc2OC)cs1,1,104,97,103,107,102,53,0
O=C(CSc1ccc(Cl)cc1)N1CCCC1,2,98,102,100,91,102,3,0
Cc1cccc(C(=O)NNC(=O)c2ccc(O)cc2)c1,2,103,100,99,96,100,6,-1
CCc1ccc(N(C(=O)c2csnn2)C(C(=O)NC(C)(C)C)c2ccncc2)cc1 (stereo not drawn),0,93,91,95,98,94,0,17
O=C(CSc1nc2ccccc2o1)NC(=O)NCc1ccco1,0,101,89,86,96,97,-2,9
COc1ccc(-n2nc3c(c2NC(=O)CC(C)C)CS(=O)C3)cc1 (stereo not drawn),3,61,81,76,77,80,-3,2
O=P(c1ccccc1)(c1ccccc1)c1nc(-c2ccc(Cl)cc2)oc1N1CCOCC1,0,100,96,92,94,102,-1,1
Cc1cc(NC(=O)C2CCCCC2)nc2c1c(=O)oc1ccccc12,0,101,78,97,112,96,-9,1
CCO[C@H]1OC(C(=O)N2CCN(Cc3ccc4c(c3)OCO4)CC2)=C[C@@H](c2ccc3c(c2)OCO3)[C@@H]1CCCO,0,81,72,93,126,98,0,4
O=C(CCCc1c[nH]c2ccccc12)NCc1ccccc1F,1,98,83,97,95,103,2,9
Cc1ccc2[nH]c(=O)c(C(c3nnnn3Cc3ccccc3)N3CCc4ccccc43)cc2c1 (stereo not drawn),0,106,100,100,103,101,-25,0
COC(=O)c1ccc(SC)cn1,0,95,98,94,94,94,-2,9
O=S(=O)(Nc1ccc(S(=O)(=O)N2CCCCC2)cc1)c1ccc(Br)s1,0,97,103,95,91,100,-14&7,-49
Nc1nnc(-c2ccco2)s1,0,93,94,93,90,95,-2,12
CC(NC(=O)CCc1nnc(Cc2cccc(C(F)(F)F)c2)o1)C1CC1 (stereo not drawn),0,102,114,126,111,102,2,7
CC1CC(C)CN(CCCNS(=O)(=O)c2ccc3c(c2)oc(=O)n3C)C1 (stereo not drawn),1,97,108,104,73,111,1,-160
CCCS(=O)(=O)c1c(S(=O)(=O)CCC)c2cc(-c3ccncc3)ccn2c1C(=O)OC,1,103,88,99,106,93,4,-7
COc1ccccc1NC(=O)c1ccc(NC(=O)COC(=O)c2cncc(Br)c2)cc1,0,96,93,102,103,100,0,-8
O=C(CN1CCOCC1)N1c2ccccc2Sc2ccccc21,0,105,105,109,99,109,-19,7
Cc1cc(NC(=O)CCC(=O)N(CC(=O)NC2CCCC2)c2cccc(C)c2C)no1,0,111,101,102,105,98,-6,6
O=C(Nc1ccc(Br)cc1F)C1CCN(c2nnc(-n3cccc3)s2)CC1,0,106,95,106,102,104,-1,-3
O=C(O)c1cc(-c2ccc(Cl)cc2)n(-c2ccccc2)n1,2,96,99,108,106,101,-3,-4
CC1(C)N=C(N)NC(Nc2cccc(Br)c2)=N1,0,100,89,103,95,100,-8,6
NNC(=O)C1CCCn2c1nc1sc3c(c1c2=O)CCCC3 (stereo not drawn),0,105,97,98,102,100,8,-4
Cc1ccc(NC(=O)c2ccc(CNc3c(N4CCOCC4)c(=O)c3=O)cc2)cc1,2,94,105,99,119,101,5,18
CC1(C)NC(=O)N(CCCOc2ccc3c(c2)CCC3)C1=O,2,104,94,104,102,100,-15,6
O=C(CN1C(=O)NC2(CCCC2)C1=O)NNC(=O)c1ccc(Cl)cc1,0,93,89,99,90,92,-5,16
CCCC(=O)NC(=S)Nc1ccc(NC(=O)C(C)C)c(OC)c1,1,104,98,105,96,104,0,18
N#C/C(=C\c1cccc(NC(=O)c2ccccc2Cl)c1)C(=O)NCCc1ccccc1,2,94,95,103,94,107,1,3
CC(C)CCNC(=O)CSc1nnc(-c2ccc(S(=O)(=O)N3CCCC3)cc2)n1C,1,96,98,99,93,98,-3,12
CC(C)(C)C(=O)[C@@H]1[C@@H]2C(=O)N(c3ccc4c(c3)OCCO4)C(=O)[C@@H]2C2c3ccccc3C=CN21 (stereo partly drawn),2,99,83,97,100,99,6,-8
COCC(=O)Nc1cccc(-c2ccc3nncn3n2)c1,0,111,105,102,110,100,-2,10
CNC(=O)COc1ccc(Cl)c2cccnc12,0,107,111,108,105,106,13,-3
O=C(CSc1nc2c(sc3ccccc32)c(=O)n1CCO)NCC1CCCO1 (stereo not drawn),0,98,97,104,100,99,7,-1
COc1ccc(-c2cc(-c3ccccc3)c(C#N)c(S(C)(=O)=O)n2)cc1,4,95,84,93,97,100,-12,16

# Profiles as entered above. Order of values: GRK2 inh	AGP1 TOR yeast	CIT2 TOR yeast	MEP2 TOR yeast	LAP4-GFP MLPCN	RPL19A-GFP yeast	GASC-1 inh	VLA-4 inh
# O=C(CSc1nc2c(sc3ccccc32)c(=O)n1CCO)NCC1CCCO1 (stereo not drawn) as listed: 0	98	97	104	100	99	7	-1
# Cc1ccc(NC(=O)c2ccc(CNc3c(N4CCOCC4)c(=O)c3=O)cc2)cc1 as listed: 2	94	105	99	119	101	5	18
# CCCC(=O)NC(=S)Nc1ccc(NC(=O)C(C)C)c(OC)c1 as listed: 1	104	98	105	96	104	0	18
# O=C(CN1C(=O)NC2(CCCC2)C1=O)NNC(=O)c1ccc(Cl)cc1 as listed: 0	93	89	99	90	92	-5	16

# Later entries:
SMILES,GRK2 inh,AGP1 TOR yeast,CIT2 TOR yeast,MEP2 TOR yeast,LAP4-GFP MLPCN,RPL19A-GFP yeast,GASC-1 inh,VLA-4 inh
O=C(NCc1cccnc1)C(C(=O)c1ccc(F)cc1)n1ccccc1=O (stereo not drawn),0,99,101,105,102,101,-4,3
Cc1cc(Cl)c(OCCCNCc2ccccc2)c(Br)c1,0,93,99,105,100,100,-1,4
Cc1nnc(NC(=O)c2nn(CC(C)C)c(=O)c3ccccc23)s1,0,105,99,99,98,102,1,-3
Cn1c(Cn2c(=O)sc3ccccc32)nnc1SCC(=O)NC1CCCCC1,4,105,100,114,105,101,-9,11
CCCCCN1CC(O)=C(c2nc(-c3ccc(Cl)cc3)cs2)C1=N,0,94,93,103,97,94,13,1
CN(CCOc1ccccc1)c1ccc(S(=O)(=O)N2CCCCC2)cn1,1,95,89,100,126,96,-17,-3
Cc1ccc(CNC(=O)CCNS(=O)(=O)c2cccs2)cc1,2,92,92,103,86,108,5,5
COc1ccc(C(CNC(=O)c2ccc(Cl)s2)N2CCOCC2)cc1 (stereo not drawn),1,101,94,92,101,95,-6,47
COc1ccc(C2=C(Nc3ccccc3)c3ccccc3C2=O)cc1,4,106,99,105,104,104,-20,8
Cc1nc2ccccn2c1C(=O)NCc1ccc2c(c1)OCO2,2,95,90,98,99,95,-2,4
COc1ccc(N2CCN(C(=O)CN(C)S(=O)(=O)c3ccc4c(c3)c(=O)n(C)c(=O)n4C)CC2)cc1,0,111,110,105,114,105,-23,2
Cc1ccccc1CN1CCN(S(=O)(=O)c2cccs2)CC1,2,105,97,98,108,96,7,4
COc1ccccc1-n1c(-c2ccccc2)n[nH]c1=S,0,105,100,95,103,101,-4,0
CNC(=O)Cn1ncc2c3ccccc3n(C)c2c1=O,0,99,100,107,91,106,2,3
CCOC(=O)N1CCN(c2ccc(S(=O)(=O)N3CCC(C)CC3)cc2[N+](=O)[O-])CC1,0,109,95,100,101,98,x,-3
CCOc1ccc(N2C(=O)S/C(=C\c3ccc(O)c(OCC)c3)C2=O)cc1,0,104,103,98,104,99,2,5
COc1ccc(CNC(=O)COc2cc3c(c4oc(=O)cc(C)c24)CCC(C)(C)O3)cc1OC,0,99,98,100,107,101,0,26
Cc1nc2ccccc2c(=O)n1/N=C/c1ccc(C(C)C)cc1,0,106,110,113,98,111,5,11
O=C(NCc1ccco1)c1ccc(C(=O)NCc2ccco2)s1,0,100,104,94,91,96,11,10
CCOC(=O)c1c(NC(=O)c2c(-c3ccccc3)noc2C)sc(C)c1-c1ccccc1,0,110,118,107,101,104,7,-1
O=C(COc1ccc(-c2ccccc2)cc1)NN=C1CCCC1,0,101,92,118,118,98,x,-4
O=C(Nc1ccc(OCC(F)(F)C(F)F)cc1)c1ccncc1,0,103,106,114,89,114,-5,3
CCCNC(=O)C1CC(=O)N(c2ccc(OCc3ccc(F)cc3)cc2)C1 (stereo not drawn),0,100,97,100,100,101,6,14
Brc1ccc(-c2csc(N/N=C/c3cccnc3)n2)cc1,0,97,90,101,115,100,-4,-5
Oc1c(CN2CCN(c3ccccn3)CC2)cc(Cl)c2cccnc12,0,90,91,96,106,98,-26,-7
